From PubChem BioAssay
CHO-K1 Ca PAM: M1 PAM counterscreen hit in parental CHO-K1 cells. 0.02% of 360,000 active. activation, % at 3 µM. ATP EC20, Fluo-8 calcium fluorescence; 0% at ATP EC20, 100% at ATP max;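 active means activation above the run cutoff, the mean activation of all test compounds plus 3 SD, cut at about 40% in these data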;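 further: peak over basal fluorescence ratio in a 140 s read after ATP addition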
TAAR1 agonist: human TAAR1 agonism. CHO RD-HGA16 TAAR1, Fluo-8 calcium fluorescence; vehicle wells 0%, saturating PEA agonist 100%. activation, % at 3 µM. 0.99% of 360,000 active. AID 624467;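 active means activation above the mean activation of all test compounds in the run plus 3 SD, cut at about 38% in these data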
Target sequence (Q96RJ0 whole entry, looked up): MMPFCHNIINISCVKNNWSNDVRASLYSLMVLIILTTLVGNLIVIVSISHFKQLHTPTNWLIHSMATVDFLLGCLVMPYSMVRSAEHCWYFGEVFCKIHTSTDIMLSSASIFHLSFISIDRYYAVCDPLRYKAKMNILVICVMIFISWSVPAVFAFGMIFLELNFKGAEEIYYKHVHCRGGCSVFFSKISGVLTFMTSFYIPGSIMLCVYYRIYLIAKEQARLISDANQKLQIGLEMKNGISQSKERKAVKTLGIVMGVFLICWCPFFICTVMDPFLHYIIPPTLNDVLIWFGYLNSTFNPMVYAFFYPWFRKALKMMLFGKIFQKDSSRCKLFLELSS
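Test system: RD-HGA16 (CHO) cells co-expressing Gα16 and hTAAR1; dosing: one-point dosing at 3 µM (nominal); timing: 17-24 h seeding, 75 min 37 °C dye, 30 min RT; signal: kinetic Fluo-8 calcium fluorescence; read-out basis: % activation relative to PEA EC100 response; controls: DMSO and PEA EC100; replicates: n 1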
CRFBP-R2 block: antagonists of CRF-binding protein/CRF-R2 receptor complex; inhibition, % at 11.8 µM; HEK293 CRF-R2/CRF-BP, CRF-induced calcium fluorescence; 0.59% of 350,000 active;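 active means inhibition of the ligand-induced calcium signal above about 50% at the single tested concentration, limit read from the data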
M5 antag: blocks acetylcholine activation of human M5 receptor; P08912; CHO-hM5 cells, Fluo-8 calcium fluorescence, ACh EC80; 0.59% of 360,000 active; inhibition, % at 3 µM;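 active means inhibition above a per-plate cutoff, the mean of that plate's test compounds plus 3 SD, cut at about 27% in these data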;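 further: 0% = acetylcholine EC80 with DMSO and 100% = DMSO without agonist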
Target sequence (P08912 whole entry, looked up): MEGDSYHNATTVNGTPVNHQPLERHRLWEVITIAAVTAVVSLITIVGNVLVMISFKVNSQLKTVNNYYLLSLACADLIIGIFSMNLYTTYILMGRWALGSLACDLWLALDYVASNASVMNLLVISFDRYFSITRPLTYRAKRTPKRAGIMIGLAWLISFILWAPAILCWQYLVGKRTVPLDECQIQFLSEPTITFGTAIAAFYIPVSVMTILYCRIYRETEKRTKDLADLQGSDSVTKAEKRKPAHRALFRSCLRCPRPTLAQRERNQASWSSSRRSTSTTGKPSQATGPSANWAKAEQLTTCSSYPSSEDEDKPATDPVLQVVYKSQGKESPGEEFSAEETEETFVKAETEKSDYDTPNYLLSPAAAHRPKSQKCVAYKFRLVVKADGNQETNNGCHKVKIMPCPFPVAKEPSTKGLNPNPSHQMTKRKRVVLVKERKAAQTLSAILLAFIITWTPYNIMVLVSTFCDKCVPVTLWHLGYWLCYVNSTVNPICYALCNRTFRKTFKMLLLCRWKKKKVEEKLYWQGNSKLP
M5 ag: CHRM5 agonism in calcium assay | P08912 | CHO-K1 hM5 cells, Fluo-8 calcium fluorescence; 0% DMSO wells, 100% maximal acetylcholine response | activation, % at 3 µM | 0.19% of 360,000 active;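 active means activation above the run's mean over test compounds plus 3 SD, cut at about 23% in these data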;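 further: signal is peak over basal fluorescence ratio across the kinetic read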
TAAR1 antag: human TAAR1 antagonism; Q96RJ0; 1.5% of 360,000 active; CHO RD-HGA16 TAAR1, Fluo-8 calcium fluorescence, antagonist; inhibition, % at 3 µM;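 active means inhibition above a per-plate cutoff, the mean inhibition of test compounds on that plate plus 3 SD, cut at about 49% in these data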;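 further: 0% = DMSO plus EC80 beta-PEA response and 100% = DMSO alone without agonist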
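Assay system: CHO-derived RD-HGA16 cells stably expressing human TAAR1 plus Gα16. Timing: 140 s kinetic read after compound, 140 s after agonist. Technique: kinetic Fluo-8 calcium fluorescence measurement. Measure: % inhibition of agonist calcium response.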
CHRM4 PAM: positive allosteric modulators of human muscarinic M4 receptor; CHO-K1 hM4/Gqi5, Fluo-8 calcium fluorescence, ACh EC20; 0% = ACh EC20, 100% = maximal ACh; activation, % at 3 µM; AID 624126; P08173; 0.4% of 360,000 active;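 active means activation above its plate's cutoff, the mean activation of sample wells plus 3 SD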; further: some results filed as inactive read as strong as hits
M5 PAM: positive allosteric modulators of human muscarinic M5 receptor. CHO-K1 hM5, Fluo-8 calcium, ACh EC20 PAM; 0% = ACh EC20, 100% = ACh EC100. AID 624038. P08912. 0.3% of 360,000 active. activation, % at 3 µM;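 active means activation above the run cutoff, the mean activation of all test compounds plus 3 SD, cut at about 18% in these data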
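Assay system – human M5 receptor in CHO-K1 cells · Read-out – % activation, ACh-normalized · Technique – Fluo-8 calcium fluorescence · Dosing – single-point, 3 µM nominal · Incubation – Fluo-8 loading 80 min at 37 °C plus 30 min room temperature · Repeats – singlicate, one well per test compound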
CRFR2-BP ag: CRF-BP/CRF-R2 complex agonism; HEK293 CRF-R2/CRF-BP, calcium dye fluorescence (FLIPR); percent of saturating CRF peptide response; 0.46% of 350,000 active; activation, % at 13.2 µM;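 active means activation of at least 50%, plus an integration ratio under a set limit after plate pattern correction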;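 further: plate controls were neutral control wells without compound for no effect and CRF at EC100 for full effect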
The depositor's hits bear a star; nt = not tested or not shown.

SMILES | CHO-K1 Ca PAM | TAAR1 agonist | CRFBP-R2 block | M5 antag | M5 ag | TAAR1 antag | CHRM4 PAM | M5 PAM | CRFR2-BP ag
COc1ccc(N(CC(=O)Nc2cc(OC)ccc2OC)S(C)(=O)=O)cc1 | 3 | 12 | 1 | 1 | -4 | -9 | 2 | 13 | -0.8
CCCC(=O)c1ccc(N2CCC(C)CC2)c(F)c1 | 11 | 3 | -27 | 0 | -4 | -1 | 11 | -3 | 1.2
O=C(NC1CCCC1)c1csc2c1CCCC2 | -2 | nt | -16 | -5 | -5 | nt | 2 | 3 | -1.6
O=C(O)C(c1ccccc1)C1(O)CC2CCC1C2 (centres undefined) | 19 | 1 | -5 | -13 | -1 | -12 | 7 | 11 | 1.8
CCOCCCNC(=O)c1ccc2c(c1)ncn2-c1ccc(CC)cc1 | -4 | -2 | 19 | 5 | 0 | -11 | -11 | -1 | -1.2
Cc1cc(C)n(CCOc2ccc(Cl)cc2Cl)n1 | 12 | 12 | 35 | 1 | -2 | -9 | -5 | -4 | -2.8
Cc1cccnc1Nc1nc(-c2ccc(O)c(O)c2)cs1 | 27 | -1 | -18 | -2 | -3 | 0 | 7 | 2 | -2.1
COc1cccc(C(=O)Nc2ccc3c(c2)C(=O)NC3=O)c1 | 8 | 3 | 17 | 0 | 1 | -7 | -3 | -6 | -0.7
NC(=O)N/N=C/c1ccccc1OC(=O)c1cc2ccccc2oc1=O | 10 | 4 | 6 | 12 | -1 | 10 | -4 | 1 | -0.1
COc1ccc(N=C2SC(C(=O)Nc3ccc(OC)cc3)CC(=O)N2CCN2CCOCC2)cc1 (centres undefined) | 28 | 1 | 3 | 10 | -3 | -14 | 2 | -4 | -2.3
CC1CCC/C(=C\Nc2ccc3c(c2)OCO3)C1=O (centres undefined) | 8 | 5 | 12 | 9 | -1 | 12 | 1 | -1 | 1.4
CC(C)(C)c1nc[nH]c(=O)c1Br | 20 | 1 | 6 | -5 | -1 | 11 | -3 | 5 | -1.9
CCOc1ccccc1C(=O)OCC(=O)NCc1ccc2c(c1)OCO2 | -14 | 0 | 7 | 8 | 0 | 6 | -4 | 4 | -1.0
COc1cc([C@H]2OC[C@H]3[C@@H]2CO[C@H]3c2ccc(O)c(OC)c2)ccc1O | -6 | 2 | 8 | 12 | 5 | 28 | 4 | -1 | 0.0
O=C(O)c1ccc(C=NNC(=O)c2ccccc2NS(=O)(=O)c2cccs2)cc1 | 8 | 8 | 3 | 5 | 0 | -4 | -3 | 5 | -1.1
CCN(Cc1ccccc1)c1ccc(/C=N/NC(=O)c2cccc(S(=O)(=O)N3CCOCC3)c2)cc1 | -12 | 0 | -3 | 8 | -3 | 0 | -17 | -13 | -0.6
CCNc1oc(-c2ccccc2F)nc1S(=O)(=O)c1ccccc1 | 3 | nt | 1 | 3 | -2 | nt | 1 | 4 | 2.2
O=C(CN(C(=O)CNS(=O)(=O)c1ccccc1)C1CCCC1)NCc1ccco1 | 21 | 5 | 2 | -2 | -4 | 12 | -9 | 5 | 1.0
Cc1cc(C(=O)COC(=O)c2ccncc2)c(C)n1CCc1ccc(F)cc1 | 22 | 48* | -26 | 13 | -1 | 10 | -6 | -4 | 1.4
CC1(C)Cc2nc3sc4c(SCC(=O)NC(c5ccccc5)c5ccccc5)ncnc4c3cc2CO1 | -2 | 4 | 25 | -8 | -3 | -13 | 0 | -3 | -1.0
CCS(=O)(=O)N1CCN(c2ccc(Cl)cc2[N+](=O)[O-])CC1 | -2 | 1 | 8 | -8 | 3 | 13 | -4 | 3 | 0.8
COCCCN1C(=O)c2ccc(C(=O)Nc3cccc(OC)c3)cc2C1=O | -5 | 7 | 12 | 0 | -1 | 3 | -3 | 0 | 0.2
C=CCc1c(C)nc2c(-c3ccccc3)cnn2c1N1CCOCC1 | 0 | 7 | -5 | 1 | -2 | -10 | 1 | -1 | -2.2
CC(C)=CCN1CCN(Cc2ccc(Sc3nncn3C)o2)CC1CCO (centres undefined) | 15 | 8 | 3 | 7 | -5 | 4 | -4 | -1 | -0.8
Cc1ccc(C)c(S(=O)(=O)N/N=C/c2ccc(N(C)C)cc2)c1 | 24 | 1 | 22 | -3 | 0 | -13 | -5 | 2 | 0.6

Following part.
SMILES | CHO-K1 Ca PAM | TAAR1 agonist | CRFBP-R2 block | M5 antag | M5 ag | TAAR1 antag | CHRM4 PAM | M5 PAM | CRFR2-BP ag
N#CC1=C(N)N(c2ncn[nH]2)C2=C(C(=O)CCC2)C1c1ccccc1 (centres undefined) | 13 | 3 | -14 | -3 | -6 | -9 | 3 | -7 | 0.7
CC(C)CN(C(=O)c1ccc2c(c1)OCCO2)c1c(N)n(Cc2ccccc2)c(=O)[nH]c1=O | -14 | 2 | 13 | -7 | -6 | 10 | 0 | 1 | -0.5
Brc1cccc(-c2nnco2)c1 | 15 | 8 | -5 | 5 | 0 | -1 | 0 | -1 | 0.6
CCOc1ccc(CN(C)C(=O)c2ccc3c(c2)NC(=O)C(C)S3)cc1OC (centres undefined) | 11 | 6 | 3 | 6 | 4 | 24 | -2 | -6 | 0.8
COc1ccc(Cl)cc1NC(=O)CN(C)C(=O)c1ccc(-n2nc(C)cc2C)cc1 | 2 | 19 | 19 | 3 | 10 | -6 | -3 | -6 | -2.4
CC(=O)NC1CCN(CC(=O)Nc2cccc([N+](=O)[O-])c2)CC1 | 18 | 4 | 16 | 9 | -2 | 13 | 9 | 6 | 0.3
COc1ccc(CCN2C(=O)c3[nH]nc(-c4ccccc4O)c3C2c2cccc(Cl)c2)cc1 (centres undefined) | 29 | 12 | -38 | -3 | 0 | 59* | 8 | 1 | 0.6
CC(C)C(=O)Nc1oc(-c2ccccc2)cc1C#N | -10 | 4 | 4 | 7 | -2 | -4 | 0 | 5 | -1.0
CCOC(=O)[C@]12CCC=C1N(Cc1ccc3c(c1)OCO3)C(=O)[C@H](CC(=O)NCCCCc1ccccc1)C2 | 6 | 6 | nt | 0 | -2 | 8 | 8 | -2 | nt
CCOC(=O)N(C)OC(=O)Nc1ccc(Cl)c(Cl)c1 | -4 | 11 | 0 | 5 | 3 | 12 | 5 | -3 | -1.2
COC(=O)C1(Cc2ccccc2)NC(c2ccccc2C)C2C(=O)N(c3ccc4c(c3)OCO4)C(=O)C21 (centres undefined) | 28 | 15 | -46 | -5 | 14 | -8 | 8 | 3 | 11
S=C(NCCCN1CCOCC1)NCCCN1CCOCC1 | 18 | 5 | 0 | 8 | 1 | 3 | 7 | -2 | -2.3
CCSc1nsc(NC(=O)Nc2ccc(F)cc2F)n1 | -6 | nt | 0 | 16 | 9 | nt | -9 | -16 | 31
CS(=O)(=O)Nc1ccc(C(=O)NC2CCCC2)cc1 | 20 | 10 | 28 | -2 | 1 | -2 | -5 | 0 | -2.5
O=C(Nc1ccc(Oc2ccccc2)cc1)c1ccc2nc([C@@H]3O[C@H](CO)[C@H](O)[C@H](O)[C@H]3O)[nH]c2c1 | -5 | 0 | nt | 1 | 0 | -27 | 1 | -2 | nt
COC(=O)CCN1CCc2cc(N=Nc3ccc([N+](=O)[O-])cc3)ccc21 | -5 | -1 | 19 | 3 | 4 | 7 | -3 | 3 | -1.6
NC(=O)Cc1ccc2sc(-c3ccccc3)nc2c1 | -2 | 0 | -20 | 9 | -3 | 7 | 0 | -1 | -0.3
CN(C)S(=O)(=O)c1ccc(NC(=O)COC(=O)C2CC3CCCC(C2)C3=O)cc1 (centres undefined) | -1 | 2 | -20 | 9 | -2 | -5 | -4 | -1 | 9.2
COc1cccc(C2[C@H](C)C3(CCN2C)OCCO3)c1 (some centres undefined) | 15 | 4 | 4 | -2 | 0 | 8 | 8 | 9 | -0.5
COc1ccc(NC(=O)c2cc(-c3ccc(C)c(C)c3O)n[nH]2)cc1Cl | -6 | 5 | -4 | 11 | 0 | 29 | -11 | -11 | 1.0
COc1cc([N+](=O)[O-])ccc1NC(=O)NNC(=O)C(C)Oc1ccc(F)cc1F (centres undefined) | -5 | -1 | -28 | 22 | -2 | -16 | -8 | -7 | -0.1
CCc1ccccc1NC(=O)CSc1nnc(-c2ccncc2)o1 | -12 | 3 | 1 | 8 | 3 | -2 | -3 | 1 | -2.8
O=C(OCc1cnc(Cl)s1)c1cccc(Cl)c1Cl | -1 | -6 | 21 | -1 | -4 | -5 | -3 | -3 | 0.4
CC(C)CNC(=O)c1cccc(NC(=O)c2ccc(NC(=O)c3ccco3)cc2)c1 | 5 | 11 | 8 | 15 | 4 | 27 | -6 | -12 | -0.1
CC(C)CC(=O)NC(NCC1CCCO1)C(Cl)(Cl)Cl (centres undefined) | -4 | 5 | 3 | -1 | -2 | -1 | -5 | -10 | 5.3

Sorted by length of the SMILES (highest first): 4 of the compounds above
SMILES | CHO-K1 Ca PAM | TAAR1 agonist | CRFBP-R2 block | M5 antag | M5 ag | TAAR1 antag | CHRM4 PAM | M5 PAM | CRFR2-BP ag
CN(C)S(=O)(=O)c1ccc(NC(=O)COC(=O)C2CC3CCCC(C2)C3=O)cc1 (centres undefined) | -1 | 2 | -20 | 9 | -2 | -5 | -4 | -1 | 9.2
CC(C)CC(=O)NC(NCC1CCCO1)C(Cl)(Cl)Cl (centres undefined) | -4 | 5 | 3 | -1 | -2 | -1 | -5 | -10 | 5.3
S=C(NCCCN1CCOCC1)NCCCN1CCOCC1 | 18 | 5 | 0 | 8 | 1 | 3 | 7 | -2 | -2.3
Brc1cccc(-c2nnco2)c1 | 15 | 8 | -5 | 5 | 0 | -1 | 0 | -1 | 0.6

Following part
SMILES | CHO-K1 Ca PAM | TAAR1 agonist | CRFBP-R2 block | M5 antag | M5 ag | TAAR1 antag | CHRM4 PAM | M5 PAM | CRFR2-BP ag
Cn1cc(CC(=O)NCCCN2CCCC2=O)c2ccccc21 | 28 | 0 | 5 | -1 | -1 | 10 | 2 | 2 | -1.5
CCCc1cc(=O)oc2cc(OCC(=O)NCCCN3CCOCC3)ccc12 | 6 | 5 | 2 | 12 | -2 | -18 | -1 | 0 | 0.7
CN(C)S(=O)(=O)c1ccc(C(=O)NCc2ccco2)cc1 | 12 | 4 | 7 | 4 | -1 | 13 | 9 | -6 | -0.2
Cc1cccc(-c2n[nH]c(=S)n2Cc2ccccc2)c1 | 5 | 8 | 9 | 1 | -15 | -19 | 10 | 7 | -3.3
Cn1ccc2c(-c3ccc4[nH]ccc4c3)cc3c(c21)C1CCC3O1 (centres undefined) | 10 | 1 | nt | -2 | -1 | -26 | 0 | -2 | nt
CCN(CC)CCNC(=S)Nc1ccc2nc(N3CCN(C)CC3)cc(C)c2c1 | -10 | 4 | 0 | 5 | -6 | -19 | 2 | 2 | 1.1
COc1cc(OC)c(OC)cc1/C=N/n1c(-c2n[nH]c3c2CCC3)n[nH]c1=S | 2 | -2 | 11 | 5 | 6 | -49 | 2 | -1 | -2.5
CS(=O)(=O)N(Cc1ccccc1)c1ccc(C(=O)N2CCOCC2)cc1 | 2 | 12 | -50 | -2 | -1 | 0 | -6 | 6 | 123*
Cc1cccc(NC(=O)CCCCCN2C(=O)[C@@H]3Cc4ccccc4CN3C2=O)c1 | 16 | 2 | -17 | 5 | 0 | 24 | -2 | -3 | -1.1
COc1ccc(CCC(=O)Nc2ccc(Br)cn2)cc1 | 0 | 5 | -10 | -2 | -4 | -2 | 4 | 0 | -0.9
